Source: PubChem
NALP1 inh = inhibitors of NALP1 inflammasome in yeast. S. cerevisiae NALP1/ASC/caspase-1 growth, X-gal OD620, 72 h. inhibition, % at 10 µM. 0.61% of 280,000 active. AID 2071; in the data active = inhibition mostly above about 24%, no sharp cut-off; inactive = mostly below about 32%; note: some compounds called inactive have numbers as strong as hits
IMP-1 inh = blocks Pseudomonas aeruginosa IMP-1 metallo-beta-lactamase; purified IMP-1, nitrocefin hydrolysis, epi-absorbance fluorescence; inhibition, % at 5.6 µM; 0.45% of 290,000 active;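 active = inhibition above the mean plus 3 SD of all compounds in the same screening run, cut at about 4.5% in these data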;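 note: 0% = IMP-1 with DMSO and 100% = DMSO wells lacking enzyme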
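Assay system: purified IMP-1; Quantity: IMP-1 0.2 nM before substrate addition; Medium: HEPES buffer pH 7.1 with ZnSO4 and Brij 35; Incubation: 15 min enzyme–compound preincubation, then 25 min nitrocefin reaction, 25 °C; Signal: fluorescence quenching readout, ex 480/em 530 nm; Controls: DMSO with and without IMP-1; Repeats: singlicate testing.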
MEKK2 WT-MEK5 = raises or lowers MEK5 binding to wildtype human MEKK2 PB1 domain; Q9Y2U5; bead flow cytometry, Alexa488-MEK5 binding to MEKK2 WT; actives lie on both sides; binding response (% of control), % at 10 µM; 1.1% of 290,000 active; in the data active = binding response below about 67% or above about 130%
FID counter = displaces DNA intercalator in HCV helicase counter-screen | DNA fluorescent intercalator displacement, fluorescence | inhibition, % at 7.9 µM | 0.17% of 290,000 active | AID 1845; in the data active = inhibition above about 37%;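 note: 0% = vehicle and 100% = reference compound; higher means more ethidium bromide displaced from hairpin DNA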
VIM-2 inhibitor = inhibitors of Pseudomonas aeruginosa VIM-2 metallo-beta-lactamase. purified VIM-2, nitrocefin hydrolysis, epi-absorbance fluorescence. 0.89% of 290,000 active. inhibition, % at 5.6 µM;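 active = inhibition above the mean of all tested compounds plus 3 SD, cutoff set per screening run, cut at about 7.5% in these data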;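 note: red hydrolysis product quenches plate fluorescence so inhibitors raise well fluorescence; 0% = enzyme with DMSO and 100% = DMSO without enzyme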
PfM18AAP inh = blocks P. falciparum M18 aspartyl aminopeptidase | 1.2% of 290,000 active | recombinant PfM18AAP, H-Glu-NHMec fluorogenic cleavage | inhibition, % at 7.35 µM;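 active = inhibition above the campaign mean inhibition over all tested compounds plus 3 SD, cut at about 28% in these data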;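 note: 0% = plate median of test compound wells and 100% = 2 mM ZnCl2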
HCV NS3 hel inh = inhibitors of Hepatitis C virus NS3 helicase. NS3 helicase DNA unwinding, Cy5 molecular beacon fluorescence. inhibition, % at 10.9 µM. 0.56% of 290,000 active;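 active = inhibition above the mean of all tested compounds plus 3 SD, set per campaign, cut at about 35% in these data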;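 note: 0% = DMSO wells and 100% = thioflavine S control wells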
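System: NS3 helicase fragment of HCV / Schedule: 1 h at 25 °C / Control set: DMSO alone as 0% and 110 µM thioflavine S as 100% / Reagent: Cy5/quencher beacon DNA duplex and ATP to start / Technique: Cy5 fluorescence / Replication: singlicate / Evaluation: % inhibition of end-to-start signal ratio versus controls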
MEKK2mut PB1 HTS = signal of MEK5 binding to mutant human MEKK2 PB1 domain | bead flow cytometry, Alexa488-MEK5 binding to MEKK2 mutant | percent response, % at 10 µM | 0.35% of 290,000 active; in the data active = percent response above about 24%, passing the limit was not always enough; note: inactives centre near 1; some results filed as inactive read as strong as hits
SUMO HTRF inh = SUMOylation inhibition | HTRF SUMOylation assay, SAE1/SAE2 + UBC9, in vitro | 0.36% of 290,000 active | inhibition, % at 35 µM | P63279; in the data active = inhibition above about 50%, passing the limit was not always enough; note: strong numbers were not always called active
Target sequence (P63279 whole entry, looked up): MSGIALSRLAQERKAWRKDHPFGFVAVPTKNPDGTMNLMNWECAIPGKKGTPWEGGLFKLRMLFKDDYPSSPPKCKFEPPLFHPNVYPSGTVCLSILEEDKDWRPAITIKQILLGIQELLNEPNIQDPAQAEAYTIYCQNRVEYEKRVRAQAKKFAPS
* hit, by the source's call; · = no result given.

Value order – NALP1 inh | IMP-1 inh | MEKK2 WT-MEK5 | FID counter | VIM-2 inhibitor | PfM18AAP inh | HCV NS3 hel inh | MEKK2mut PB1 HTS | SUMO HTRF inh
- C=CCOc1ccc(CN(C)CC(O)COc2ccc(CCC(C)=O)cc2)cc1 (stereo not drawn)
 : 19 | -3.5 | 99 | 8 | -0.8 | -7 | -20 | -3 | 5
- Cc1c(C(=O)NCc2ccco2)oc2ccccc12
 : 16 | -2.9 | 99 | -9 | -0.3 | 1 | 14 | 1 | 6
- Cn1cc(CC(=O)N2CCN(c3ccccc3F)CC2)c2ccccc21
 : -29 | -3.2 | 107 | -35 | -0.5 | 3 | 6 | 5 | 3
- CCc1ccc(OCCCCN(C)Cc2ccccc2)cc1
 : 29 | -1.1 | 122 | 22 | 0.2 | 6 | -47 | 3 | -5
- CN(C)c1ccc(C2CC(=O)OC3=C2C(=O)CC(C)(C)C3)cc1 (stereo not drawn)
 : 0 | -5.2 | 99 | -4 | -0.6 | 14 | 7 | 0 | 12
- O=C(CSc1ccc(Cl)cc1)N1CCN(c2c(Cl)cccc2[N+](=O)[O-])CC1
 : 12 | -2.1 | 108 | -17 | 0.0 | 0 | 0 | 10 | 1
- O=C(c1ccc(F)cc1)C1CCN(C(=O)NCc2ccccc2)CC1
 : 13 | -5.8 | 105 | -16 | -3.0 | -2 | 3 | 3 | 26
- CCOc1ccccc1N1CCN(C(=O)c2cn(CC3CCCCC3)nn2)CC1
 : 0 | -3.3 | 101 | -54 | -2.8 | -5 | -6 | -1 | 4
- Cc1ccc(-c2csc3ncn(CC#N)c(=O)c23)cc1C
 : 11 | -3.0 | 113 | -15 | -1.0 | -2 | 11 | 15 | 23
- CCn1cc(CNC(=O)C2CCC(=O)N(Cc3ccccc3F)C2)cn1 (stereo not drawn)
 : -5 | -3.1 | 100 | -10 | -5.6 | 2 | -2 | 5 | -2
- COc1ccc(C(=O)N/C(=C\c2ccccc2)C(=O)Nc2ccc(C(=O)O)cc2)cc1
 : 21 | 0.4 | 99 | -28 | -1.8 | -4 | 5 | -4 | 4
- O=[N+]([O-])c1cccc(S(=O)(=O)N2CCCCCC2)c1
 : 20 | -2.8 | 98 | 2 | -1.5 | -4 | 0 | 3 | 1
- CCOC(=O)C(=CNc1cc(C)ccc1C)C(=O)OCC
 : 8 | 0.3 | · | -8 | -0.1 | -8 | 2 | · | 12
- O=C(CN(c1ccccc1F)S(=O)(=O)c1ccccc1)N1CCCCCC1
 : -7 | -3.1 | 92 | -26 | -2.0 | 1 | -4 | -3 | -7
- CCn1c(C)nc2cc(S(=O)(=O)N3CCCC3)ccc21
 : -9 | -0.1 | 99 | -2 | -4.2 | -2 | -2 | 1 | 8
- COc1ccc(C(=O)NCC(C)CN(C)C)cc1 (stereo not drawn)
 : 25 | -2.7 | 100 | -1 | -2.5 | 1 | 3 | 1 | 6
- CSc1nc2ccccc2s1
 : 30 | 1.2 | 95 | 0 | 2.5 | 6 | 2 | -4 | 4
- O=S(=O)(c1cccc(S(=O)(=O)N2CCOCC2)c1)N1CCCCCC1
 : -6 | -0.2 | 100 | -10 | -2.0 | -4 | 7 | 1 | -4
- CCOC(=O)c1cc(NC(=O)c2cccnc2)cc(C(=O)OCC)c1
 : 26 | 0.9 | 105 | -13 | 1.3 | -3 | 2 | 0 | 7
- CN(C(=O)c1cc(-c2ccccc2)on1)C1CCCCC1
 : 22 | -1.2 | 89 | -27 | 3.0 | -6 | 12 | -7 | -7

Some of these compounds in order of length of the SMILES, highest first.
Value order – NALP1 inh | IMP-1 inh | MEKK2 WT-MEK5 | FID counter | VIM-2 inhibitor | PfM18AAP inh | HCV NS3 hel inh | MEKK2mut PB1 HTS | SUMO HTRF inh
- COc1ccc(C(=O)N/C(=C\c2ccccc2)C(=O)Nc2ccc(C(=O)O)cc2)cc1
 : 21 | 0.4 | 99 | -28 | -1.8 | -4 | 5 | -4 | 4
- CCOC(=O)c1cc(NC(=O)c2cccnc2)cc(C(=O)OCC)c1
 : 26 | 0.9 | 105 | -13 | 1.3 | -3 | 2 | 0 | 7
- O=[N+]([O-])c1cccc(S(=O)(=O)N2CCCCCC2)c1
 : 20 | -2.8 | 98 | 2 | -1.5 | -4 | 0 | 3 | 1
- CCc1ccc(OCCCCN(C)Cc2ccccc2)cc1
 : 29 | -1.1 | 122 | 22 | 0.2 | 6 | -47 | 3 | -5

Other results:
Value order – NALP1 inh | IMP-1 inh | MEKK2 WT-MEK5 | FID counter | VIM-2 inhibitor | PfM18AAP inh | HCV NS3 hel inh | MEKK2mut PB1 HTS | SUMO HTRF inh
- COc1ccc(Cl)cc1-c1nc(SCC(=O)N(C)C)n[nH]1
 : 6 | -0.2 | 99 | -4 | -0.1 | -4 | 4 | -2 | 2
- O=C(NCc1ccc(Cl)s1)C1CCC(=O)N(CCc2cccc(F)c2)C1 (stereo not drawn)
 : -6 | -3.2 | 102 | -29 | 0.2 | 5 | 4 | 6 | -4
- CC(=O)c1cccc(NC(=O)CN2C=NS(=O)(=O)c3ccc(C)cc32)c1
 : 11 | -3.5 | 102 | -11 | -0.2 | -1 | 0 | 1 | 9
- COc1cccc(-n2c(O)c(C=NCc3ccccn3)c3ccccc3c2=O)c1
 : · | -2.4 | 108 | -22 | -3.6 | 9 | -15 | -10 | -1
- CCc1ccc2nc(/N=C(\N)NC(=O)c3ccccc3)nc(C)c2c1
 : -9 | -2.2 | 97 | -3 | -1.7 | 0 | 0 | -8 | -2
- Cc1c(NC(=S)NC(NC(=O)C(C)C)C(Cl)(Cl)Cl)c(=O)n(-c2ccccc2)n1C (stereo not drawn)
 : 21 | -4.0 | 106 | -10 | -1.8 | 11 | 4 | 28 | 12
- CCN(C(=O)COC(=O)c1c(C)c(-c2ccccc2)nc2ccccc12)C1CCS(=O)(=O)C1 (stereo not drawn)
 : · | -2.0 | 101 | -36 | -1.9 | -2 | -8 | 0 | -7
- Oc1ccc(N=Nc2ccc3c(c2)OCCO3)c2cccnc12
 : 6 | -2.4 | 88 | -3 | -1.2 | -1 | 4 | -5 | -49
- CN(C)C(=O)CCSc1nnc(-c2ccncc2)o1
 : 8 | -2.8 | 96 | -2 | -1.1 | 3 | 0 | -14 | 14
- CCCn1c(C)cc(C(=O)COC(=O)c2ccc(Cl)c(S(=O)(=O)N3CCCC3)c2)c1C
 : -4 | -2.6 | 94 | -3 | -3.3 | 1 | 0 | -6 | 12
- C=CCSc1nc2sc3c(c2c(=O)[nH]1)CCC3
 : 5 | -2.4 | 103 | -3 | -2.9 | -3 | -5 | 0 | 10
- COc1ccc(/C=N/Nc2nc3ccccc3s2)cc1O
 : 9 | 0.0 | 73 | 0 | -0.7 | 21 | -14 | -20 | -2
- Clc1ccc(-c2cn3cccnc3n2)cc1
 : -8 | 0.6 | 100 | 1 | -2.8 | -3 | 3 | -2 | 28
- CCOC(=O)C#CC(CCc1ccccc1)OS(N)(=O)=O (stereo not drawn)
 : -1 | -0.5 | 95 | -6 | 0.3 | 8 | -10 | -5 | 7
- Cc1nn(Cc2ccccc2)c(C)c1NC(=O)CCC(=O)O
 : -8 | -2.9 | 103 | 2 | -3.8 | 1 | 1 | 1 | 4
- C=CCn1cccc(/C=C/C(=O)c2ccc(C(C)(C)C)cc2)c1=S
 : 27 | -0.6 | 93 | 4 | -3.8 | 1 | -96 | -2 | 7
- CCn1c(CC(=O)Nc2ccc(C)c(Cl)c2)nnc1SCc1ccc(Cl)c(Cl)c1
 : -12 | -0.2 | 91 | -1 | -0.5 | 10 | 4 | 0 | 36
- O=C(CCC1CCCC1)N1CCC(N2CCN(c3ccccc3)CC2)CC1
 : 19 | -4.3 | 99 | 0 | -5.7 | 2 | 5 | -6 | 5
- O=C(Cc1ncc(C(F)(F)F)cc1Cl)N1CCN(c2cccc(Cl)c2)CC1
 : 34 | -0.6 | 96 | -31 | 0.6 | -1 | 8 | -8 | 0
- COc1cccc(C(=O)NC2CC3CCCC(C2)N3CC(=O)Nc2ccccc2C(F)(F)F)c1 (stereo not drawn)
 : -2 | -3.1 | 94 | -18 | -4.9 | 0 | -11 | 1 | -13

Later entries.
smiles,NALP1 inh,IMP-1 inh,MEKK2 WT-MEK5,FID counter,VIM-2 inhibitor,PfM18AAP inh,HCV NS3 hel inh,MEKK2mut PB1 HTS,SUMO HTRF inh
COc1ccc(S(=O)(=O)Cc2ccc(C(=O)NCC(OC)OC)o2)cc1,6,-1.5,104,-4,2.0,-3,8,2,-14
O=C(N/N=C/c1cccnc1)c1cccc(NC(=O)c2cccc(Br)c2)c1,31,-2.0,96,-20,-1.4,-2,-7,-10,-6
Cc1cccc2cc(C(c3nnnn3C(C)(C)C)N(Cc3ccco3)CC3CCCO3)c(=O)[nH]c12 (stereo not drawn),-1,-0.3,72,-17,1.4,21,6,-15,22
CCOc1cnc(C(=O)NNC(=O)c2ccccc2Br)o1,-6,-3.6,103,2,-3.5,11,-1,-10,7
O=C(CSc1nccc(=O)[nH]1)Nc1ccccc1Sc1ccccc1,16,-4.7,110,-11,-0.2,3,6,-1,18
Cc1cc(=O)oc2cc(NC(=S)NCc3cccnc3)ccc12,18,-2.1,104,-3,0.3,-15,0,4,23
Cc1ccccc1NC(=O)c1ccc(OCC(=O)Nc2ccccc2F)cc1,14,-1.8,97,-25,-1.3,-2,-21,1,12
O=C(Nc1cc(Br)c(O)c(Br)c1)c1cccc(NC(=O)c2ccco2)c1,16,-1.5,107,-7,0.4,5,14,3,-5
Cc1ccc(S(=O)(=O)N2CCN(C(=O)CCC(=O)NCCc3ccc(S(N)(=O)=O)cc3)CC2)c(C)c1,7,-1.3,98,-26,-2.3,-6,-9,-4,15
CC12CC3(C)CC(C)(C1)CC(C(=O)NC(=S)N1CCCC1)(C2)C3,5,-1.7,94,1,-1.1,-15,2,-7,5
COCc1c(C(=O)OCc2c(C)noc2C)oc2ccccc12,5,-2.1,108,-9,-1.9,6,10,11,6
Cc1cc(C)c(CSc2ncc(-c3ccc([N+](=O)[O-])cc3)[nH]2)c(C)c1,12,0.4,107,13,1.2,7,-10,2,-5
CCc1nnc(NC(=O)CSc2nc(-c3ccc(F)cc3)cc(-c3ccccc3)c2C#N)s1,24,-1.1,102,12,1.3,7,5,-7,-2

No enrichment for hits; about 4.7% have a hit in one of these screens.
